Screening data as filed in PubChem BioAssay.
IMPase cell inh = qHTS Assay for Identifying the Cell-Membrane Permeable IMPase Inhibitors; Inositol monophosphatase 1 (Rattus norvegicus), P97697; CHO-M1 cells, IP1 accumulation, HTRF TR-FRET ratio; inhibition (IP1 accumulation), % at 46.1 µM; 120,000 tested, under 10 active; AID 901, 2007; active means well fitted curve in the direction sought with a large enough effect in the signal ratio, not every such curve was filed as active; inconclusive means small, poorly fitted or top-dose-only effect, or a change in a side signal; inactive means no such curve, though single readings can be large or run the other way; the % refers to the signal ratio;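 further: cells stimulated with carbachol in lithium chloride buffer; plate controls were DMSO basal wells for no effect and reference inhibitor wells for full effect; higher means more IMPase inhibition seen as more IP1 and lower FRET ratio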
Target sequence (P97697 whole entry, looked up): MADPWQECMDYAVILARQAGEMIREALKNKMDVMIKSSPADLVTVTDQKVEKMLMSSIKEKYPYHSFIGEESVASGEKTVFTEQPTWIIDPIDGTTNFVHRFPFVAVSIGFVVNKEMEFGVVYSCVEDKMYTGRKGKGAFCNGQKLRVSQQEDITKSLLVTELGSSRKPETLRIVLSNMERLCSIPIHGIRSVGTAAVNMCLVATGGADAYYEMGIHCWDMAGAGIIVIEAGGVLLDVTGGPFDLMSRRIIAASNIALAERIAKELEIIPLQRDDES
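Carbachol-driven Gq signalling in CHO-M1 cells (2000/well) generates IP1. Compounds that block IMPase raise IP1 and so reduce the FRET signal from Eu-anti-IP1 and d2-IP1 after a 10 min room-temperature lysis.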
12-hLO inh = qHTS Assay for Inhibitors of 12-hLO (12-human lipoxygenase). Polyunsaturated fatty acid lipoxygenase ALOX12 (Homo sapiens), P18054. purified 12-hLO, xylenol orange hydroperoxide absorbance. Potency, µM (doses to about 57.1 µM), inactives show top-dose activity change, negative = inhibition, actives largely listed as inhibitors. 0.12% of 150,000 active. AID 1452, 2008; further: potency means the concentration at half of the fitted maximal effect; nearly all actives have a fitted effect of over 55% in size; many of its hits are not listed in these tables
Target sequence (P18054 whole entry, looked up): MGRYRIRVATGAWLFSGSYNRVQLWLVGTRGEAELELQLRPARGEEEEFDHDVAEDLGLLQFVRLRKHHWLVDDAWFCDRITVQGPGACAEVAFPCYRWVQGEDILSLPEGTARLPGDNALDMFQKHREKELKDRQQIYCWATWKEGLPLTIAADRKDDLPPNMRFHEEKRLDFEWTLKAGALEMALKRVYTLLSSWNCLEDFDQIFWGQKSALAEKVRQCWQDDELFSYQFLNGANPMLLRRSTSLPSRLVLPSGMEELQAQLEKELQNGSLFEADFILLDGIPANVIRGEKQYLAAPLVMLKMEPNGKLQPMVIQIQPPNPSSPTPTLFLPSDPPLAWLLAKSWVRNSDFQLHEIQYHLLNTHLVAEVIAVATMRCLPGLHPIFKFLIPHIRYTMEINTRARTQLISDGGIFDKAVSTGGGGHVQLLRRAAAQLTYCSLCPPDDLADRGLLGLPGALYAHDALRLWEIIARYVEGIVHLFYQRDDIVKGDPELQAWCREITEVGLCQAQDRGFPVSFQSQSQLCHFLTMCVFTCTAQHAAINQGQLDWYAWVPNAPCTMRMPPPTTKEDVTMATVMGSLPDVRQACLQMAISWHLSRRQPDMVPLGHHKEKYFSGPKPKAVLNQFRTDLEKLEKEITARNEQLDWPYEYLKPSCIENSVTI
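Purified human 12hLO (150 nM), preincubated 15 min with compound, then 40 uM arachidonic acid for 30 min, room temperature, Hepes pH 7.0 with 0.01% Triton X-100. Hydroperoxide detected by ferrous iron/xylenol orange; 573/405 nm absorbance ratio gives reaction progress.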
ALOX15B inhib = qHTS Assay for Inhibitors of 15-hLO-2 (15-human lipoxygenase 2). Potency, µM (series often up to 57.1 µM), for the others: at the top dose activity change, negative = inhibition, hits mostly inhibitors. AID 881, 2007. purified 15hLO-2, xylenol orange hydroperoxide absorbance. 0.56% of 110,000 active. Polyunsaturated fatty acid lipoxygenase ALOX15B (Homo sapiens), O15296; further: potency means the concentration at half of the fitted maximal effect; nearly all actives have a fitted effect of over 60% in size; many of its hits are not listed in these tables
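Screening format was qHTS against 50 nM purified 15hLO-2 in Hepes pH 7.5 with detergent. Activity follows hydroperoxide formation from 45 uM arachidonic acid, measured as 573:405 nm absorbance ratio of the ferric-xylenol orange complex.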
PNC assembly inh = High Content Assay for Compounds that inhibit the Assembly of the Perinucleolar Compartment; PC3M PTB-GFP, PNC prevalence imaging, 16 h; active compounds read low; activity change (PNC), negative = inhibition, % at 10 µM; 3.1% of 140,000 active; AID 2417, 2010;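 active means readout at or below -70, meaning at least 70% loss of cells showing the perinucleolar compartment, a nuclear body marking cancer cells; inconclusive means readout between -30 and a set limit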;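 further: plate controls were DMSO wells for no effect and camptothecin positive control wells for full effect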
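Read-out is percentage of cells bearing a perinucleolar compartment, from automated 20x imaging of fixed, Hoechst-stained PC3M PTB-GFP cells. Cells were seeded 4 h, then exposed 16 h to compound (23 nl of library stock) in duplicate plates.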
* marks the source's active call; other numbers are inactive results; ? = inconclusive; / = not tested or not shown; [ ] = dose if it differs, or a comment. Unless noted, the call rests on the fitted dose curve; in most records, active means well fitted curve in the direction sought with a large enough effect; inconclusive means small, poorly fitted or top-dose-only effect, or another doubt; inactive means no such curve, though single readings can be large; an effect the other way counts as inactive or inconclusive. Unless noted, on the % scale 0 is the no-effect control and ±100 the full control effect. An excerpt (hit frequency here may not be typical).

SMILES | IMPase cell inh | 12-hLO inh | ALOX15B inhib | PNC assembly inh
CCn1c(C2CC(=O)N(c3ccc(C)c(C)c3)C2)nc2ccccc21 (stereo not drawn) | -1 | -4% | 1% | ?
CCCC[C@@H]1C[C@H]1C(NC(=O)Cc1ccccc1)c1ccc(Cl)cc1 (stereo partly drawn) | / | 3% | 6% | /
COc1cccc(/C=N/Nc2cc(-n3nc(C)cc3-c3ccccc3)ncn2)c1O | / | 0% | / | -100*
NC(=O)c1cc[n+](CC2=C(C(=O)O)N3C(=O)[C@@H](NC(=O)C(c4ccccc4)S(=O)(=O)[O-])[C@H]3SC2)cc1 (stereo partly drawn) | / | -4% | / | -9
CCc1nc(NCCCN2CCOCC2)c2oc3ccccc3c2n1 | 7 | 7% | 13% | 20
CC(C)(C)NC(=O)c1ccnc(C(C)(C)C)c1 | 5 | 2% | 16% | -2
CCCCCOc1ccc(C(=O)NCC2(c3ccccc3)CCOCC2)cc1 | 8 | -2% | 8% | -12
CC12CN(Cc3ccccc3)CC(C)(CN(Cc3ccccc3)C1)C2=NO | 16 | -1% | 17% | ?
CCOC(=O)C(NC(=O)NCc1ccccc1)(OCC)C(F)(F)F (stereo not drawn) | / | 0% | / | -28
O=C(CSc1nnc(-c2ccccc2)n1C1CCCCC1)N1CCCC1 | -4 | 0% | -3% | ?
O=C(c1cnn2ccccc12)N(Cc1ccco1)C1CCCC1 | 14 | 0% | -1% | -6
N#Cc1ccc2ccn(CC(=O)NCc3ccco3)c2c1 | -2 | 0% | -4% | ?
O=C(Nc1ccccn1)C1COc2ccccc2O1 (stereo not drawn) | 0 | -4% | / | 36
O=C(Nc1cccc(F)c1)N1CCCC2(CCN(C(=O)c3cc(C(F)(F)F)cc(C(F)(F)F)c3)CC2)C1 | / | -1% | 4% | /
Cc1ccccc1N(C(=O)Cc1cccs1)C(C(=O)NC1CCCCC1)c1cn(C)nc1C (stereo not drawn) | / | 5% | / | ?
O=C(Nc1cccc2ncccc12)c1ccc(-c2ccc(Cl)cc2Cl)o1 | -13 | -2% | 23% | 5
Cc1sc2nc(C(C)(C)C)oc(=O)c2c1C | -5 | 2% | 3% | ?
CC(C)n1c(N2CCN(C(=O)Nc3ccc(F)cc3F)CC2)nc2ccccc21 | 4 | 2% | 3% | 1
CCOC(=O)c1cnc2ccc(C(=O)OC)cc2c1NCCN1CCOCC1 | 11 | 5% | 3% | ?
Cc1ccc(NC(=O)CCC(=O)c2ccc(F)cc2)cc1Cl | 0 | -5% | 6% | 76
COCCOC(=O)/C=C1/NC(=O)CS1 | 21 | -7% | -5% | ?
O=C(CCN1CCN(c2ccccc2F)CC1)Nc1ccccc1F | -3 | 8% | 0% | ?
Cc1ccc(NC(=S)NNc2ncc(C(F)(F)F)cc2Cl)cc1 | -9 | -13% | / | ?
Cc1ccc(CSCCNS(C)(=O)=O)cc1 | -2 | 3% | -5% | 25
CCCOc1ccccc1C1NC(=O)NC(C)=C1C(=O)OCCOCC (stereo not drawn) | 5 | -4% | 6% | 35
O=C(Nc1nc(C2C3CC4CC(C3)CC2C4)cs1)c1cc2cc([N+](=O)[O-])ccc2oc1=O (stereo not drawn) | 9 | -1% | -10% | ?
COc1cc2c(cc1NC(=O)Nc1ccc(C)cc1)oc1ccccc12 | -3 | -6% | 5% | 38
CCSCCc1nnc(NC(=O)Nc2cccc(C(F)(F)F)c2)s1 | 8 | 2% | / | 17
CCN(CC)C(=O)n1cnc(-c2ccccc2)c1-c1ccccc1 | / | 1% | / | 10
CC(c1ccco1)N(C(=O)c1cccs1)c1ccccn1 (stereo not drawn) | 0 | -2% | 7% | -7
Cc1nc(-c2coc3c(CN(C)C)c(O)ccc3c2=O)cs1 | -10 | -5% | 11% | 5
COc1ccc(OC)c(-n2nnnc2SCC(=O)NCCc2ccccc2)c1 | -6 | -11% | -8% | ?
Cc1cc(C)n(CC(=O)N2c3ccccc3Sc3ccccc32)n1 | 7 | 3% | 13%[2.29 µM] | ?
COc1ccccc1CN1CCCC2(CCN(C(=O)c3cc(C(F)(F)F)cc(C(F)(F)F)c3)CC2)C1 | / | 1% | 12% | /
OCCSCc1cc(Cl)cc(Cl)c1O | / | -6%[11.4 µM] | -3%[11.4 µM] | /
O=[N+]([O-])c1cccc(/C=C2\CCC(/C=N/Nc3ccc4ccccc4n3)=C2N2CCOCC2)c1 | / | -3% | / | 3
Cc1ccc(-c2cc(C(F)(F)F)n3ncc(C(=O)N4CCCc5ccccc54)c3n2)cc1 | -8 | 2% | / | -100*
C/C(=N\NC(=O)C1CCCN(S(=O)(=O)c2ccccc2)C1)c1cccnc1 (stereo not drawn) | 5[1.84 µM] | 4% | 3%[11.4 µM] | 34
CCCc1nc(Cl)c(C#N)c2c1CCCC2 | ? | -2% | / | -12
O=C(Nc1ccccc1N1CCCCC1)c1ccccc1F | 3 | 0% | 10% | ?
CCOc1ccc(S(=O)(=O)N2CCN(C(=O)c3cccn3C)CC2)cc1 | 6 | 7% | -2% | -23
CCOc1cccc2oc(-c3ccccc3Cl)cc(=O)c12 | / | -13%[0.00818 µM] | -11%[0.0915 µM] | /
Cc1cccc(-c2nnc(SCc3nc4ccccc4[nH]3)n2Cc2ccco2)c1 | -18 | -10% | 57%[activator] | -9
COc1cccc(C(=O)NC(=S)Nc2ccc3oc(=O)ccc3c2)c1 | -21 | 0% | / | 85
C/C(=N\O)c1ccccc1C(=O)O | 4 | -5% | -5% | 23
Cc1ccc(OCc2ccoc2C(=O)O)cc1C | 2 | -9% | -12% | -9
N#Cc1c(NC(=O)CSc2n[nH]c(Cc3ccccc3)n2)oc(-c2ccccc2)c1-c1ccccc1 | 8 | -7% | 15% | 16
C/C(=N\Nc1nc2c(s1)CCCC2)c1ccccc1 | 10 | -11% | 2% | 11
CCSc1nnc(NC(=O)c2ccc(C)cc2)s1 | -2 | 8% | -7% | 6
Cc1cc(C)c2nc3s/c(=C/c4ccc5c(c4)n(C)c(=O)n5C)c(=O)n3c2c1 | -3 | 7% | 5%[2.29 µM] | 4
O=C(NNc1c(Cl)cc(Cl)cc1Cl)C1CCC1 | / | -1% | / | 32
O=C(Nc1ccccc1Cl)c1cc(S(=O)(=O)N2CCCC(C(=O)O)C2)ccc1F (stereo not drawn) | 9 | -5% | -8% | ?
COc1ccc(C(=O)Nc2ccc(F)cc2F)cc1OC | -1 | 2% | -5% | -15
CCCCc1n[nH]c2c1C(=O)CC(C)(C)C2 | ? | 2% | -2% | ?
c1ccc(Nc2ncnc3ccc(-c4ccc5c(c4)OCO5)cc23)cc1 | / | -3% | 10% | /
CC(=O)c1cc2c(cc1NC(=O)c1cc3nc(C(C)C)cc(C(F)(F)F)n3n1)OCO2 | 26 | -8% | 8% | -7
COc1ccnc(Oc2ccc(F)cc2)c1C(=O)N/C=N/OCc1ccc(F)cc1Cl | 18 | -1% | 16% | -9
COc1ccc(/C=C/C(=O)c2sc(-c3ccc(Cl)cc3)nc2C)cc1 | 1 | -13% | 9% | 29
O=C(NC(=S)Nc1ccc(S(=O)(=O)N2CCCCC2)cc1)c1cccs1 | / | 4% | / | -20
O=C(/C=C/c1ccc(OC2CSC2)cc1)c1ccccc1 | -10 | -5% | -10% | -23

Next part.
SMILES | IMPase cell inh | 12-hLO inh | ALOX15B inhib | PNC assembly inh
CCCCCN(CCCCC)C(=O)C(CCC(=O)O)NC(=O)c1ccc(Cl)c(Cl)c1 (stereo not drawn) | / | 2% | -4% | /
O=C1OC(N2CCN(C(=O)C3CCCO3)CC2)c2ccccc21 (stereo not drawn) | 3 | -4% | 1% | 5
CCOC(=O)CSc1cc(C(F)(F)F)nc(-c2ccccn2)n1 | 8 | 2% | / | 85
C[C@@H](N1CCOCC1)[C@@](O)(c1ccccc1)c1ccccn1 | / | -4%[11.4 µM] | -7%[11.4 µM] | /
COc1cc(CCC(=O)OCC(=O)Nc2cccc(S(=O)(=O)N(C)C)c2)cc(OC)c1OC | / | 2% | / | ?
O=S(=O)(c1ccccc1)N1CCC[C@@]2(CCN(c3ccccc3)C2)C1 | / | -6% | -14% | /
COCCN(C(=O)Cc1cccs1)c1nnc(-c2cccnc2)s1 | 6 | -1% | -6% | -100*
COc1ccc2nc(SCC(C)=O)c(C#N)cc2c1 | / | 6% | / | ?
O=C(O)CCCC(=O)N1CCN(c2cccc(Cl)c2)CC1 | -5 | -1% | -6% | -99*
CC(C)CN(C[C@@H](O)[C@H](Cc1ccccc1)NC(=O)O[C@H]1CCOC1)S(=O)(=O)c1ccc(N)cc1 | / | -1%[0.00818 µM] | 6%[0.0915 µM] | /
CCN(CC)CCNC1=NCCn2c1cc1cc(OC)ccc12 | -1 | 7% | 27% | ?
O=C(NCC1COc2ccccc2O1)c1c[nH]c2ccc(S(=O)(=O)N3CCOCC3)cc2c1=O (stereo not drawn) | 2 | -4% | -3% | 1
O=C(Cn1nnc(-c2ccccc2)n1)N/N=C/c1ccc(-c2ccc(Cl)cc2)o1 | -8 | -1% | / | -13
COc1ccc2c(c1)CCC(C)N2S(=O)(=O)c1ccc(C2CNC(=O)C2)cc1 (stereo not drawn) | 5 | 1% | / | -18
OCCNc1nc(Nc2ccccc2)nc(Nc2ccccc2)n1 | -9 | -4% | 10% | 2
COc1ccc(NC(=O)/C=C/c2ccc(C)o2)cc1S(=O)(=O)N1CCOCC1 | / | -3% | / | 30
C=CCOc1ccc(/C=N/O)cc1Cl | / | -1% | / | -11
N/C(COc1ccc(Cl)cc1)=N\NS(=O)(=O)c1ccccc1 | 6[1.84 µM] | 4% | 5%[11.4 µM] | 18
COc1ccc2cc(/C=N/NC(=O)c3c(Cl)cnn3C)c(Cl)nc2c1 | / | 2% | / | -86*
Cc1ccc(S(=O)(=O)ON2C(=O)c3cccc4cccc(c34)C2=O)cc1 | / | 0% | / | 30

Record cards, from the list above.
Listed for O=C(NCC1COc2ccccc2O1)c1c[nH]c2ccc(S(=O)(=O)N3CCOCC3)cc2c1=O (stereo not drawn) = IMPase cell inh: 2; 12-hLO inh: -4%; ALOX15B inhib: -3%; PNC assembly inh: 1
Listed for O=C(O)CCCC(=O)N1CCN(c2cccc(Cl)c2)CC1 = IMPase cell inh: -5; 12-hLO inh: -1%; ALOX15B inhib: -6%; PNC assembly inh: -99*
Listed for CCCCCN(CCCCC)C(=O)C(CCC(=O)O)NC(=O)c1ccc(Cl)c(Cl)c1 (stereo not drawn) = IMPase cell inh: /; 12-hLO inh: 2%; ALOX15B inhib: -4%; PNC assembly inh: /

Other compounds:
SMILES | IMPase cell inh | 12-hLO inh | ALOX15B inhib | PNC assembly inh
COCCOc1nc2c(c(=O)n(C)c(=O)n2C)n1CCc1ccccc1 | 3 | 0% | -1% | ?
CN(C)CCNC(=O)c1c(O)c2c([nH]c1=O)CCCC2 | 1 | -4% | 7% | 2
CCOc1ccc(NC(=O)CCNS(=O)(=O)c2cccs2)cc1 | 4 | 6% | 2% | 33
Cc1ccc(NC(=O)CN2CC(C)SC2=NC2CCCCC2)cc1 (stereo not drawn) | -1 | -3% | 11% | -22
Cc1ccc(-c2ccc(/C=N/N3C(=O)C4C5C=CC(C6CC56)C4C3=O)o2)c([N+](=O)[O-])c1 (stereo not drawn) | 7 | -3% | -6% | 6
Nc1nc(NCc2ccccc2)nc(Nc2ccc(F)cc2)c1[N+](=O)[O-] | 5 | -6% | -15% | 21
CCOC(=O)Cn1c2ccc(OC)cc2c2nc3ccccc3nc21 | -1 | -3% | -10% | -18
